SUMO Mot1 rescue = yeast Mot1-301 growth rescue at high temperature, primary screen, SUMOylation pathway inhibitor project, S. cerevisiae, ATP luminescence, 38.5C; growth rescue, % at 18.8 µM; S. cerevisiae Mot1-301 growth rescue; percent above DMSO median, 100 means doubled; hit rate 1% among 320,000; AID 2716, 2010;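 active means every valid replicate shows activation above 250% relative to neutral control wells; inactive means the rest, any valid replicate at or below 250%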;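 further: OY570 slx delta 5 strain wells were the positive control but not used for scaling; some compounds called inactive have numbers as strong as hits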
CDK5 inh = inhibitors of human CDK5/p35 kinase, primary screen, biochemical, single concentration | Cyclin-dependent kinase 5 (Homo sapiens) + Cyclin-dependent kinase 5 activator 1 (Homo … | Recombinant CDK5/p35, ADP-Glo luminescence, 60 min | inhibition, % at 10 µM | hit rate 0.01% among 330,000 | AID 488839, 2010;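 active means highest replicate inhibition of at least 50% and at least 75% of replicates reaching 50%; inconclusive means only one of the two criteria met; inactive means both criteria failed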;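 further: plate controls were DMSO neutral control for no effect and GW8510 at 10 µM for full effect; many of its hits are not listed in these tables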
cardiac RTF act = cardiac RTF calcium sensitivity activators, primary screen, biochemical, IANBD-TnC fluorescence, EC20 calcium; Troponin I, cardiac muscle (Homo sapiens) + Troponin T, cardiac muscle (Homo sapiens) + …; IANBD-labeled TnC RTF fluorescence at EC20 calcium; 0% EC20 calcium, 100% full calcium; activation, % at 7.2 µM; hit rate 0.24% among 340,000; AID 493008, 2010;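 active means activation above the mean over all tested compounds plus 3 SD, cut at about 30% in these data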;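 further: rise in fluorescence read as greater calcium sensitivity of cardiac thin filaments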
Keap1-Nrf2 PPI = Keap1-Nrf2 protein-protein interaction inhibitors, primary screen, biochemical, fluorescence polarization, single point | Kelch-like ECH-associated protein 1 (Homo sapiens), Q14145 | Keap1 Kelch-Nrf2 peptide fluorescence polarization, 1536-well | inhibition, % at 9.4 µM | hit rate 0.15% among 340,000; in the data active means inhibition above about 12%; inconclusive means no clear call, values can overlap the other calls; inactive means below about 7.3%;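 further: human Keap1 Kelch domain with fluorescein labeled Nrf2 9mer peptide probe; 0% = neutral control wells and 100% = peptide positive control; higher means more block of Keap1 binding to Nrf2 peptide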
Target sequence (Q14145 whole entry, looked up, the tested form may be a part): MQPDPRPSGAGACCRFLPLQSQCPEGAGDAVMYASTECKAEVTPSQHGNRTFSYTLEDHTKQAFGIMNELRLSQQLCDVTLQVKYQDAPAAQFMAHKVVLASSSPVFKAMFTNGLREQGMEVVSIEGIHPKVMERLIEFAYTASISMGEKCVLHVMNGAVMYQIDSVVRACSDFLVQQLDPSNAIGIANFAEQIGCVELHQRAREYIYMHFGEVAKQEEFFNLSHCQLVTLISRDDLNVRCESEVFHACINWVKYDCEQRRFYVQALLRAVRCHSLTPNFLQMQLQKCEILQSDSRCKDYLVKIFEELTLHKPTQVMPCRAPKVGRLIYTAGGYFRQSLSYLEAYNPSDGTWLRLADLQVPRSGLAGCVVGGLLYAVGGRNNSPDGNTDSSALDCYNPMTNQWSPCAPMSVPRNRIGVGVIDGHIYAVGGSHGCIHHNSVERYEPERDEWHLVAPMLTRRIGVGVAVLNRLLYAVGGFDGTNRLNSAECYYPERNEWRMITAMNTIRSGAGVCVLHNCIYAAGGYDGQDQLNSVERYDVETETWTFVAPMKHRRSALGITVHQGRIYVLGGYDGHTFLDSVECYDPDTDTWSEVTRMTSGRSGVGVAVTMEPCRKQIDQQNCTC
dFosB activator = activators of delta FosB homodimer, primary screen, biochemical, fluorescence polarization, TAMRA-CDK5 oligo, single point | Protein FosB (Mus musculus), P13346 | purified delta FosB; percent of positive-control signal above neutral wells | hit rate 0.99% among 340,000 | AID 493131, 2011 | activation, % at 25 µM;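 active means mean activation above about 17%, with every replicate also reaching it, limit read from the data, passing the limit was not always enough; inconclusive means only one of the two conditions met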;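 further: fluorescence polarization rise as delta FosB binds a TAMRA Cdk5 AP-1 oligo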
PvdQ acylase = P. aeruginosa PvdQ acylase inhibitors, primary screen, biochemical, fluorescence, plate reader and imaging, single point; purified PvdQ acylase; inhibition, % at 10 µM; hit rate 0.063% among 340,000; AID 488965, 2010; in the data active means inhibition above about 30%, passing the limit was not always enough; inconclusive means no clear call, values can overlap the other calls;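 further: 0% = vehicle neutral wells and 100% = reference inhibitor wells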
C-LANA FP = inhibitors of KSHV C-LANA binding to DNA, primary screen, biochemical, fluorescence polarization, FAM-LBS DNA, MBP-C-LANA, single point; Kaposi's sarcoma herpesvirus LANA C-terminal domain (residues 932-1162) DNA binding; hit rate 0.078% among 340,000; inhibition, % at 9 µM;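 active means highest replicate inhibition at or above 60% at 9 µM, even if other replicates fall short; inactive means all replicates below 60% inhibition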;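 further: 0% = neutral control wells and 100% = 4 µM acridine orange control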
NSD2 inh = NSD2 histone methyltransferase inhibitors, primary screen, biochemical, AlphaScreen, single concentration, set 2 | NSD2 peptide methylation, 120 min | inhibition, % at 12.5 µM | hit rate 0.54% among 310,000 | AID 743445, 2014; in the data active means inhibition above about 50%
Rtt109 Vps75 = inhibitors of C. albicans Rtt109/Vps75 HAT, primary screen, biochemical, ThioGlo CoA-SH fluorescence, plate reader; AID 540336, 2011; purified Rtt109/Vps75, 4 h; hit rate 0.16% among 330,000; inhibition, % at 34.9 µM;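 active means inhibition of at least 50% in every replicate; inconclusive means best replicate reaches 50% inhibition but some replicates fall short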
Target sequence (Q5AAJ8 whole entry, looked up): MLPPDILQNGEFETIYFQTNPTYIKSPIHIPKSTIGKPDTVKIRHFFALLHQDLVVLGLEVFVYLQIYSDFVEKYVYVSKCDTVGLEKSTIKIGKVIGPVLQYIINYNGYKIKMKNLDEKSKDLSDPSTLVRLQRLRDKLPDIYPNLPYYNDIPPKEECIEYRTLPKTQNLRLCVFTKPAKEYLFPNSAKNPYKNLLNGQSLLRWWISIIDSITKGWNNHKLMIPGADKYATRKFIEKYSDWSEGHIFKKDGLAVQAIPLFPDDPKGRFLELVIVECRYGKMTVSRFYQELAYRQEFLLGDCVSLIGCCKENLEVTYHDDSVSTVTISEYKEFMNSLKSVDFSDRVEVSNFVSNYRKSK
RTF Ca sens inh = cardiac RTF calcium sensitivity inhibitors, primary screen, biochemical, IANBD-TnC fluorescence, EC70 calcium; IANBD-labeled cardiac RTF, Ca2+ fluorescence; hit rate 0.12% among 340,000; Troponin I, cardiac muscle (Homo sapiens) + Troponin T, cardiac muscle (Homo sapiens) + …; inhibition, % at 7.15 µM;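 active means inhibition above the mean inhibition of all tested compounds plus 3 SD, cut at about 17% in these data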;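 further: assay run at fixed EC70 calcium of 1.6 mM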
PfHsp90 set2 = growth inhibition of PfHsp90-expressing yeast, primary screen, antimalarial PfHsp90 inhibitor project, S. cerevisiae, BacTiter-Glo luminescence, single point, set 2. BacTiter-Glo ATP, 48 h; yeast lacking PDR1 and PDR3 efflux regulators. inhibition, % at 9.4 µM. hit rate 0.32% among 310,000. AID 504621, 2011;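 active means every replicate shows inhibition above about 80%, whatever the replicate mean, limit read from the data; inconclusive means mean inhibition reaches the set limit but some replicate falls short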;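 further: 0% = DMSO neutral controls and 100% = 20 µM radicicol positive controls; yeast relying on Plasmodium falciparum Hsp90 in place of its own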
* hit, by the source's call; ? = inconclusive; / = not tested or not shown.

Each structure is followed by: PfHsp90 set2, C-LANA FP, Rtt109 Vps75, cardiac RTF act, RTF Ca sens inh, dFosB activator, Keap1-Nrf2 PPI, SUMO Mot1 rescue, PvdQ acylase, CDK5 inh, NSD2 inh
CCOc1ccc(NC(=O)CSc2nccn2Cc2ccco2)cc1
→ 3, 2.3, 17, 1, -1, -7, 4, -9, -11, -0.8, 3
Cc1ccc(S(C)(=O)=O)cc1C(=O)OCC(=O)N1CCCC1=O
→ /, -0.7, -6, -2, -2, 1, 1, /, -3, -0.6, -8
CCOC(=O)c1[nH]c(C)c(C(=O)OCC(=O)N(CC)C2CCS(=O)(=O)C2)c1C (centres undefined)
→ 0, -0.4, -8, 0, 7, 4, -1, 7, 0, -2.0, 0
CC(=O)CC1OC(=O)C(Br)=C1NCc1ccccc1 (centres undefined)
→ -9, 0.6, -6, 0, 2, -7, -17, -2, 8, 0.5, /
COc1ccccc1-c1nnc(SCC(=O)OC(C)C)o1
→ /, 2.2, 0, -8, -4, -6, -2, 8, -2, 1.4, 0
Cc1cc(C)c(S(=O)(=O)N2CCCOC2CNC(=O)C(=O)NCc2cccs2)c(C)c1 (centres undefined)
→ 7, -0.5, 10, -1, -6, -5, -1, 7, -19, -0.3, 1
Cc1ccc(NC(=S)NC2CCN(Cc3ccccc3)CC2)cc1
→ -15, -0.4, 0, 0, 1, -6, -3, 66, -5, 0.6, 3
COC(=O)COc1cc(=O)oc2ccc(NS(=O)(=O)c3ccccc3)cc12
→ 2, 0.3, -6, -3, -13, 1, 3, -6, -16, -0.1, -3
Cc1ccc(CNC(=O)C2CCC(=O)N(CCc3cccc(F)c3)C2)cc1 (centres undefined)
→ -10, -1.2, 9, 2, -6, 3, 0, -15, -5, -0.1, -2
CC(C)CNC(=O)c1oc2ccccc2c1COc1ccccc1
→ -9, -0.7, /, 2, -9, -2, -1, 52, -11, -1.4, -2
CCOC(=O)c1sc(NC(=O)C2CSC3(C)CCC(=O)N23)nc1C (centres undefined)
→ 20, -0.5, 2, -1, -17, -8, -3, 5, -16, -0.1, 2
Cc1ccc(NC(=O)c2ccc3c(c2)OCCO3)nc1
→ 14, -1.2, 4, -3, 1, -4, 0, 74, 11, 0.2, -1
Cc1onc(-c2ccccc2)c1CNS(=O)(=O)c1ccc(F)cc1F
→ 2, 0.3, -3, 6, 1, 0, -3, 0, -14, 2.2, -2
O=C1c2ccsc2SCCN1Cc1c(Cl)cccc1Cl
→ /, -0.1, -3, -2, -8, -12, 0, 340, 3, -0.2, 1
Cc1ccccc1OCCn1cc(/C=C(\C#N)C(=O)NCc2ccco2)c2ccccc21
→ -3, 0.3, -4, 2, 16, ?, 2, 30, 6, 1.1, -3
Cc1cccc(C)c1NC(=O)c1cccc(COc2cc(Cl)ccc2Cl)c1
→ -10, -0.6, 11, 2, -6, 0, 2, -4, 10, -0.7, -2
COc1cc(N)c(Cl)cc1C(=O)OCC(=O)N1c2ccccc2NC(=O)C1(C)C
→ 10, 1.2, -2, -3, -5, -2, -2, /, 0, 0.8, -7
O=C(CSc1nnc(-c2cccnc2)n1-c1ccccc1)N1CCN(c2ccc(F)cc2)CC1
→ 2, -0.8, 6, 4, 0, -11, -3, -17, -15, 0.2, 3
Cc1ccc(NC(=O)CCC(=O)OC(C(=O)c2ccc(C)c(C)c2)c2ccccc2)c(C)c1 (centres undefined)
→ -44, 0.0, -9, 1, 0, -3, -3, -12, 0, -1.4, -2
Cc1nc2ccc(N)nc2nc1C
→ /, -1.5, -232, -3, -8, -4, -1, /, -13, 2.3, 2
COc1ccc(CNC(=O)[C@@H]2CC=C[C@@H]3CCN(Cc4ccc(Cl)c(Cl)c4)C(=O)[C@@H]32)cc1
→ /, -1.8, 2, 7, 6, -12, -3, -3, -3, -0.6, /
CCNC(=O)CC1SC(=Nc2ccc(C)cc2)NC1=O (centres undefined)
→ 24, -3.9, -7, 0, 0, -2, -8, 3, 0, 1.6, -1
Cc1cccc(-c2nnc(SCc3ccccc3)o2)c1
→ -18, -0.5, -2, 10, -9, -1, -2, /, -19, -0.2, -1
O=C(Nc1cccc(Br)c1)c1cccc(OC(=S)N2CCOCC2)c1
→ 8, -2.2, 10, -1, 2, -8, -2, -11, -7, -1.0, -1
CCOC(=O)N1CCN(C(=O)CN(c2cccc(C)c2)S(=O)(=O)c2ccccc2)CC1
→ /, 1.0, -7, 6, 2, -7, -1, -6, -14, -0.2, 0
COC(=O)[C@@H](Cc1c[nH]c2ccccc12)NC(=O)CNC(=O)c1ccccc1OC
→ -58, -0.2, 0, 5, 0, 0, -1, -11, -10, -1.7, -3
O=C(O)c1cc(C(F)(F)F)nc2ccccc12
→ 2, 0.8, 5, 3, 2, 3, 2, -1, -19, -0.8, /
Cc1ccc(C)c(OCCn2c(=O)c3c(ncn3C3CCCC3)n(Cc3ccccc3)c2=O)c1
→ 7, 0.5, 0, -10, -13, -16, -4, -22, -3, 0.4, -1
CCC(C)(C)c1ccc(OCCCC[n+]2cccc(C)c2)c(C(C)(C)CC)c1
→ -34, 0.0, ?, -8, 5, 6, 4, /, 9, 1.0, 6
CCOc1ccc(-c2nnc3ccc(SCC(=O)Nc4cc(C)on4)nn23)cc1
→ 2, 0.8, 19, 5, 2, -2, -1, -9, 2, 1.0, /
CNC(=O)c1[nH]cnc1C(=O)N[C@@H](CC(C)C)C(=O)OC(C)(C)C
→ 1, 0.1, 0, -2, 4, 3, 3, -4, -14, -0.7, /
COc1cc(CN2CC(=O)N(c3ccccc3Cl)C2=S)cc(OC)c1OC
→ 19, 0.1, -4, -4, -3, -10, -4, -9, -2, -0.7, -3
Nn1c(SCC(=O)Nc2cccc(S(N)(=O)=O)c2)nnc1C1CC1
→ 17, -0.7, -1, 0, 10, 4, -2, 4, -10, -1.5, -1
COc1ccc(-n2c(C)c(C(C)=O)c(C(C)=O)c2C)cc1OC
→ 4, 0.7, 8, 5, -12, 1, 0, -17, -17, 1.4, 2
COc1cccc(CNCC(=O)N2C(C)CCCC2C)c1 (centres undefined)
→ -24, -0.6, 2, 1, -9, -6, -1, -4, -9, -0.2, 2
CC(=O)Nc1cccc(C(=O)N(CCc2ccccc2)Cc2ccccc2)c1
→ -11, -2.7, 7, -2, 2, -8, -2, -18, 7, 4.2, -2
O=C(N[C@H]1C/C=C\C[C@@H](CC(=O)N(CCO)Cc2ccccc2)C(=O)NC[C@H](c2ccccc2)OC1=O)OCC1c2ccccc2-c2ccccc21
→ -47, 1.8, 12, -4, 0, 8, -6, -14, 0, 0.0, /
COc1ccc2sc(N(CCCN(C)C)C(=O)c3ccc(S(=O)(=O)N(C)Cc4ccccc4)cc3)nc2c1
→ /, 0.3, -1, -11, -3, -24, -1, -8, -8, -0.2, -1
Cc1c(N=C(N)/N=C(\N)Nc2ccccc2)c(=O)n(-c2ccccc2)n1C
→ 2, -2.0, 17, 1, -6, 0, -2, -13, 11, 0.3, -1
O=C(COC(=O)CNC(=O)c1ccccc1F)Nc1cccnc1Cl
→ /, 0.5, -2, -2, -2, -8, 0, -7, 8, -1.1, -7
CC(=O)Nc1cccc(NC(=O)CSc2nnc(Cc3cccn3C)n2CCc2ccccc2)c1
→ -13, -2.1, -16, 16, -17, -5, -14, -11, -9, 0.2, 7
CN(C(=O)c1cccc(NC(=O)Cc2ccc(NC(=O)C3CCN(C(=O)c4ccccc4)CC3)cc2)c1)C1CCC1
→ -1, -0.6, 1, -7, 4, 2, 3, /, -3, 0.1, /
COc1ccc(Cl)cc1N(CC(=O)Nc1ccccc1C(=O)N1CCOCC1)S(C)(=O)=O
→ -6, 0.7, -8, -2, -1, -5, -1, 334, -16, 1.1, -2
CC(C)(C)C1CCC(OC(=O)c2ccncc2)CC1 (centres undefined)
→ -7, 0.5, -4, -3, 5, -6, -5, 33, 0, -1.2, -1
CC(=NCc1ccco1)c1c(O)n(C2CCCCC2)c(=O)[nH]c1=O
→ -3, -1.8, -17, 2, -5, -7, -7, 0, 5, 3.8, 9
COc1ccc(C(=O)NCc2nnc(SCC(=O)Nc3nc4ccc(C)cc4s3)o2)cc1OC
→ -17, 0.9, -22, 4, 6, 1, -9, 7, 8, 0.7, 0
CCOC(=O)C1=C(CC)Nc2ccccc2N=C1N
→ /, -0.7, -2, 1, -8, -9, 0, -5, -7, -1.2, -3
CCOc1ccc(C(=O)NC2CCN(CC(=O)NCc3ccccc3)CC2)cc1
→ -5, -0.8, -4, -5, -9, -7, -4, 0, -13, 2.5, 7

Source: PubChem BioAssay (several laboratories)
